Compound activity from PubChem BioAssay.
mcGAS RapidFire: blocks mouse cGAS cGAMP production. Q8C6L5. recombinant mouse cGAS, cGAMP by RapidFire MS. inhibition, % at 12.5 µM. 130,000 compounds, 0.18% hits. AID 1259397;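 active = inhibition of cGAS enzyme activity at or above 60%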;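 note: enzyme stimulated by 45 bp dsDNA with ATP and GTP substrates; cGAMP share of summed cGAMP plus half ATP and half GTP signals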
Target sequence (Q8C6L5 whole entry, looked up): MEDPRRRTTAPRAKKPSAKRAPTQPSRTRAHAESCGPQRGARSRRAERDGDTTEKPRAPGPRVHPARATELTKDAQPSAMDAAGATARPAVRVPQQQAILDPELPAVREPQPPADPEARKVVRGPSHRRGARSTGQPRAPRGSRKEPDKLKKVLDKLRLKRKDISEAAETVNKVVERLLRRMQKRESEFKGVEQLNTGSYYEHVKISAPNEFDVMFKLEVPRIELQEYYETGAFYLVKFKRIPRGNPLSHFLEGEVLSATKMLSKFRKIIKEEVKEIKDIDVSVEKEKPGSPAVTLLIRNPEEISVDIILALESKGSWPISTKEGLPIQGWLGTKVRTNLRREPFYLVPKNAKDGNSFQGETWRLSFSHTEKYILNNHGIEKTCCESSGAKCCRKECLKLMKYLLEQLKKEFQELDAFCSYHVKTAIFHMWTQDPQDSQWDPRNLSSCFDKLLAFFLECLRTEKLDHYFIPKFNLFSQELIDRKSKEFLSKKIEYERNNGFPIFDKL
* marks the source's active call; other numbers are inactive results; & = joins results of further samples. An excerpt; rates above refer to the full screens.

mcGAS RapidFire	SMILES
27.0	NS(=O)(=O)c1ccc(OC(=O)CNC(=O)OCc2ccccc2)cc1
-11.6	C=CCn1c(N)c(C(=O)N2CCCC2)sc1=S
-4.8	Cc1ccn(CCC(=O)NCc2cccnc2N2CCCCCCC2)n1
-13.8	CCN1CCN(CC2(O)CCCN(CCCc3ccccc3)C2=O)CC1 (stereo not given)
-4.6&-3.3	CN(CCc1cnn(C)c1)c1nc2nonc2nc1NC1CCCC1
-4.2	CCCN1CCCC1C(=O)NCC(C)(O)c1ccc(F)cc1F (stereo not given)
2.4	Cc1oc(C)c(C(=O)OC(C)C(=O)N2CC(C)OC(C)C2)c1Br (stereo not given)
-17.8	COc1ccccc1C(O)(C(=O)NNc1cccc(C)c1)c1ccccc1OC
-8.5	CC(=O)N1CCC(C(=O)N2CCCC(Nc3ccc(C)c(C)c3)C2)CC1 (stereo not given)
1.4	O=S(=O)(c1cc(Cl)cc(Cl)c1O)N1CCOCC1
-4.1	CCN(CC)c1ccc(C(=O)NNS(=O)(=O)c2ccc(F)cc2F)cc1
-5.3	Cc1scc(CN2CC(C)CC(C)C2)c1C (stereo not given)
-5.4	Fc1ccc(C2=Nc3nnnn3C(c3cccs3)C2)cc1 (stereo not given)
-15.9	Cc1ccccc1C1CC(=O)c2c(C)nc(N)nc2C1 (stereo not given)
-5.5	FC(F)(F)c1cccc(-c2cnc3ccc(NCc4ccc5c(c4)OCO5)nn23)c1
-8.4	Cc1cncc(NCc2cccc(Cl)c2)n1
1.9	CC(=O)NCCc1c(Cc2ccccc2)[nH]c2ccccc12
-13.8	CCOc1ccc2[nH]c(=O)c(CN3CCCCC3c3nc(C)no3)cc2c1 (stereo not given)
5.5	CC1CN(C(=O)c2cc(S(=O)(=O)Nc3ccccc3F)c(Cl)cc2Cl)CC(C)O1 (stereo not given)
-8.6	CCN(Cc1nc(C)no1)C(=O)c1ccc(CNc2ccc(C)cc2)cc1
10.8	CC(Sc1nnc(-c2cccc(S(=O)(=O)N3CCOCC3)c2)n1C1CCCC1)c1ccccc1 (stereo not given)
-8.4	Cc1cc2nc(NC(=O)C3(C)CCN(C(C)C)C3)[nH]c2cc1C (stereo not given)
-10.3&0.9	O=C(Nc1cccc(-c2ccco2)c1)C1CCN(Cc2ccsc2)CC1
-1.5	O=C(CSc1nnc2n1CCCCC2)N1CCN(c2cccc(C(F)(F)F)c2)CC1
-8.3	CC(=O)N1CCN(c2nc(C)nc3sc(C)c(C)c23)CC1
-5.9	CCOCCn1c(=NC(=O)c2ccccc2S(C)(=O)=O)sc2cccc(F)c21
-0.6	O=C(CCn1cc(Cl)cn1)N1CCCC(O)(CO)CC1 (stereo not given)
-9.7	CCn1cc(SCC(=O)N2CCOC(C(F)(F)F)C2)c2ccccc21 (stereo not given)
-6.7	O=C(CSc1ccccc1)NC1CCCN(C2Cc3ccccc3C2)C1 (stereo not given)
-4.0	COC(=O)c1ccccc1C=C1N=C(c2ccccc2)OC1=O

New compounds follow.
mcGAS RapidFire	SMILES
6.2	CC1CCCCN1CCN(C)Cc1ncc[nH]1 (stereo not given)
-3.9	COc1ccc2c(-c3ccccc3)cc(SCCO)nc2c1
-50.0	CCSC1(CNC2CCN(CC(F)(F)F)C2)CCOCC1 (stereo not given)
-15.8	CCc1cc(C(=O)NCc2ccc(C(=O)N(C)C)cc2)sc1C
-4.3	COc1ccc(Cl)cc1Cn1c(C)c(C(=O)NCc2ccc3c(c2)OCO3)sc1=O
-2.6	CC=CCn1c(=O)c2c(nc3n(CCCN4CCOCC4)c(C)cn23)n(C)c1=O
-4.4	CCc1ccc(CNC(=O)c2ccc(Cl)s2)s1
-9.1	CN(C)c1ccc(NC(=O)Cn2nnc(-c3ccccc3)n2)cc1
4.3	CCC(c1nc(C2CC2)nn1-c1ccc2c(c1)OCCO2)n1cccn1 (stereo not given)
-5.7	O=C(Nc1ccc2c(c1)CN(S(=O)(=O)N1CCOCC1)CC2)C1(c2ccccc2)CC1
-3.4	CC(C)(C)c1ccc(CNCCN2CCCC2)cc1
-5.4	Cc1ccc(Nc2nc(Nc3ccc(F)cc3)nc3nccnc23)cc1Cl
-4.4	CC(C)(C)OC(=O)C1(NCC(=O)NCc2cccs2)CCCC1
-23.1	Cn1ncc([N+](=O)[O-])c1C(=O)Nc1ccccc1Cl
-3.2	CCCNC(=O)C1CCCN(c2nc3ncn(CC(=O)Nc4ccc(Cl)cc4)c(=O)c3s2)C1 (stereo not given)
-1.2	CCC1CC(C)CN1CCC(=O)N1CCOCC1 (stereo not given)
-2.1	Cc1cc(C)n(-c2cncc(NC3CCN(C)C3=O)n2)n1 (stereo not given)
-6.0	C=CCNc1ccccc1C(=O)NCc1cc(-c2cccnc2)no1
-0.1	CCc1ccc(C(C)(C)CNC(=O)NCc2noc(C)n2)cc1
0.6	C=CCn1c(=O)n(CC=C)c(=O)n(Cc2cc(Cl)c3c(c2)OCCO3)c1=O
-5.5	Cc1ccc(C2=Nc3ncnn3C(c3cccc4ccccc34)C2)cc1 (stereo not given)
-4.2	Cc1cccc(Cn2c(SCCN3CCCCC3)nc3c2c(=O)[nH]c(=O)n3C)c1
-25.4	C=CCC(O)(CC=C)C(C)N (stereo not given)
-2.9	CS(=O)(=O)N1CCN(C(C#N)c2c(F)cccc2Cl)CC1 (stereo not given)
-6.9	CCN1CCN(CC(=O)N2CCCC(Nc3ccc(C(C)C)cc3)C2)CC1 (stereo not given)
-4.9	C=CCN1C(=O)C(=Cc2ccco2)SC1=S
-7.3	Cc1ccsc1C=CC(=O)O
-2.7	COCc1ccc(CN2CCC(N3CCC(C(=O)NCC4CCCO4)CC3)CC2)o1 (stereo not given)
14.7	O=S(=O)(CCO)Cc1cc(Br)ccc1Cl
3.9	Cc1cccnc1NC(=O)CNC(=O)c1ccc(-c2ccccc2)cc1

Other entries follow:
mcGAS RapidFire	SMILES
-1.2	O=S1(=O)c2cccc3cccc(c23)N1Cc1ccccn1
50.1	S=C(N=P(c1ccccc1)(N1CCOCC1)N1CCOCC1)N1CCCCC1
10.3	CCN(C)Cc1cnc(S(=O)(=O)Cc2ccccc2)n1CC(C)C
5.9	O=C(Nc1cccc(S(=O)(=O)Nc2ccc(Cl)cc2)c1)c1ccoc1
6.3	O=C(Cn1cnc2c(nnn2Cc2ccc(F)cc2)c1=O)NCc1ccc2c(c1)OCO2
-6.2	CC(=O)N1CCc2cc(C(=O)N(Cc3ccccc3)C(C)CN3CCOCC3)ccc21 (stereo not given)
-7.4	CCCn1c(N2CCN(Cc3ccc(Br)cc3)CC2)nc2c1c(=O)[nH]c(=O)n2C
-11.2	Cc1ccc2c(c1)CCCN2C(=O)CN1[C@@H]2CC[C@H]1CC(O)C2 (stereo not given in full)
2.3	CCOCCn1c(=O)c2c(nc3n(C(C)CC)c(C)c(C)n23)n(C)c1=O (stereo not given)
7.3	COc1cccnc1C(=O)N1CCC(O)(C(=O)O)CC1
-4.8	O=C(NCC1CCCO1)C1CCN(S(=O)(=O)N2CCOCC2)CC1 (stereo not given)
-0.5	COC(=O)c1c(N)sc(C(=O)Nc2ccc(C)cc2C)c1C
-7.3	CC(C#N)(NC(=O)CN(CCc1cccc(F)c1)C1CC1)C1CC1 (stereo not given)
-4.9	CNc1cc(-c2ccc(O)cc2C)nc2ccnn12
50.7	C/C(=C\c1ccco1)C1CC(=O)Nc2cc3[nH]ncc3cc21 (stereo not given)
-11.0	CCOC(=O)C1=C(CN2CC(C)Sc3ccccc32)NC(=O)NC1c1ccco1 (stereo not given)
-3.1	CCn1nc(CC(C)C)cc1C(=O)N1CCc2c(nc[nH]c2=O)C1
-0.3	CCc1nc(CCNC(=O)NCC2CCCN(C(C)C)C2)cs1 (stereo not given)
-1.4	COC(=O)Cn1c(=O)c2c(nc3n2CCN3c2ccc(OC)cc2)n(C)c1=O
-36.2	CCC(NC(=O)CCn1c(C)csc1=O)c1ccc(Cl)cc1 (stereo not given)
-3.7	Cc1ccc(Cn2cccc2C2=NCCO2)cc1
4.5	CC1CC(C)CN(C(=O)C(OC(=O)C2CCC2)C(C)C)C1 (stereo not given)
-11.1	CC(C)NC(=O)C1(C)CCCCN1Cc1ccc(OCc2ccccc2)cc1 (stereo not given)
-22.4	CCSc1ccc(C(=O)N2CCCCC2C(=O)NC(C)(C)C)cn1 (stereo not given)
-2.4	Nc1c(-c2nc(-c3ccc4c(c3)OCO4)no2)nnn1-c1ccc(F)cc1
-2.9	CCNC(=O)C1(C)CCN(Cc2cccc(Oc3ccccc3)c2)C1 (stereo not given)
-8.4	O=S(=O)(NC1c2cccc3cccc(c23)C1N1CCNCC1)c1ccccc1 (stereo not given)
0.3&0.4	CCOC(=O)c1ccc(OC(=O)CCCCCN=C(N)N)cc1
-4.6	Cc1cc2c(c(=O)n1Cc1ccccc1)C(Cc1ccccc1)C(C#N)C(=N)O2 (stereo not given)
-2.7	COc1ccc(/C=C/C2=NC(=C\c3ccc(C)cc3)/C(=O)O2)cc1

Following part.
mcGAS RapidFire	SMILES
-2.7	CC1(C(=O)Nc2cccc3cccnc23)CCN1CC1CC1 (stereo not given)
-30.3	O=C(NCCCCNC(=O)c1cnccn1)c1cnccn1
-11.8	O=S(=O)(c1cccc(F)c1)N1CCNCC1
-11.3	Nc1ccc(Cl)c(S(=O)(=O)Nc2ccc(I)cc2)c1
-8.6	CCOC(=O)CCNC(=O)N1CCC(CC2CCCCO2)(C(=O)OCC)CC1 (stereo not given)
-3.8	CC(=O)Cn1c(=O)c2c(nc3n2CCN3c2ccc(C)c(Cl)c2)n(C)c1=O
-8.5	Cc1ccc(C(=O)OCC(=O)COC(=O)c2ccc(C)s2)s1
-8.4	COc1ccc(F)cc1C(=O)Nc1nnc(C)s1
-11.3	CCn1nc(C)c(C(=O)Nc2ccc(OC(C)C)cc2C)c1C
-22.8	CC(C)(C)CN1CC(NC(=O)c2ccc(-c3ccn[nH]3)cc2)CC1=O (stereo not given)
2.4	c1nc(Nc2ccc3c(c2)CCC3)c2c3c(sc2n1)CCCC3
-12.9	COC(=O)CCCC(=O)NC(C)c1cnc(-c2ccncc2)nc1C (stereo not given)
-11.9	COc1cc(-n2cnnn2)c(Cl)cc1C(=O)NC1CC=CC1
2.3	Cc1ccc2c(c1)CC(C(=O)N1CCCn3cncc3C1)N2 (stereo not given)
2.6	CC1(C(=O)NCCc2cccs2)CCN1CC1CCOC1 (stereo not given)
-9.2	NCC(O)c1ccc(O)c(O)c1 (stereo not given)
-7.1	CN1CCN(N=Cc2cc(Br)ccc2O)CC1
1.2	Cn1c(=O)c2c(nc3n2CC(c2ccc(F)cc2)=NN3Cc2ccccc2F)n(C)c1=O
-1.2	Cc1sc2ncnc(N3CCC(C(=O)Nc4nn5cnnc5s4)CC3)c2c1C
-5.1	CCCn1c(C2CC(=O)N(CCc3ccccc3)C2)nc2ccccc21 (stereo not given)
5.1	Cc1ccc(-c2ccc(=O)n(CCCNC(=O)Nc3ccccc3C(F)(F)F)n2)cc1
1.7	COC(C(=O)Nc1ccnn1C1CCN(C(=O)C(=O)CC(C)C)CC1)c1ccccc1 (stereo not given)
-9.2	CC1C(=O)N(C)CCN1C(=O)Cc1ccc(N2CCNC2=O)cc1 (stereo not given)
-1.0	CN1CC2(CCN(C(=O)CCS(=O)(=O)c3ccccc3)C2)OC1=O (stereo not given)
8.2	O=C(Nc1ccc(Cl)c(C(F)(F)F)c1)N1CCN(C(=O)c2cc(-c3ccccc3)nc3ccccc23)CC1
-9.3	CN1CCCC2(CCN(C(=O)c3nc4ccccc4c(=O)[nH]3)C2)C1=O (stereo not given)
-2.5	COc1cccc(CNC(=O)CCC2CCCN(C(=O)CCc3cc(C)cc(C)c3)C2)c1 (stereo not given)
-8.0	C=CCN1CCN(c2cccc(Br)c2)C(=O)C1C (stereo not given)
-5.5	COc1ccc(OC2CCN(C(C)=O)CC2)c(C(=O)NC(C)Cc2cccs2)c1 (stereo not given)
1.7	Cc1c(-c2cc3c(s2)CCC3)nn(-c2ccccc2)c1N

Shown with bars between the fields: part of the list above
molecule | mcGAS RapidFire
CCn1nc(C)c(C(=O)Nc2ccc(OC(C)C)cc2C)c1C | -11.3
CC(C)(C)CN1CC(NC(=O)c2ccc(-c3ccn[nH]3)cc2)CC1=O (stereo not given) | -22.8
c1nc(Nc2ccc3c(c2)CCC3)c2c3c(sc2n1)CCCC3 | 2.4
COC(=O)CCCC(=O)NC(C)c1cnc(-c2ccncc2)nc1C (stereo not given) | -12.9
COc1cc(-n2cnnn2)c(Cl)cc1C(=O)NC1CC=CC1 | -11.9
Cc1ccc2c(c1)CC(C(=O)N1CCCn3cncc3C1)N2 (stereo not given) | 2.3
CC1(C(=O)NCCc2cccs2)CCN1CC1CCOC1 (stereo not given) | 2.6

Quoted at random: 3 compounds from above
mcGAS RapidFire	SMILES
-22.8	CC(C)(C)CN1CC(NC(=O)c2ccc(-c3ccn[nH]3)cc2)CC1=O (stereo not given)
2.4	c1nc(Nc2ccc3c(c2)CCC3)c2c3c(sc2n1)CCCC3
-8.5	Cc1ccc(C(=O)OCC(=O)COC(=O)c2ccc(C)s2)s1

(cont.)
mcGAS RapidFire	SMILES
-5.1	CCC(C)NC(=O)C1CCC(c2ccc(F)cc2)N(C(=O)c2ccccc2)C1 (stereo not given)
-3.4	Cc1ccc(C)c(OC(C)C(=O)NCC2(Cn3cccn3)CC2)c1 (stereo not given)
-7.2	COc1ccc(-c2[nH]ncc2CN(C)CCn2nc(C)cc2C)cc1F
18.5	COc1cc(CNC(=O)CCC2CCCCC2)ccc1OCC1CCCO1 (stereo not given)
-7.2	O=C(Cc1ccncc1)NCc1cccnc1Oc1ccccc1
1.9	Cn1cccc(NS(=O)(=O)c2cccc(Br)c2)c1=O
-7.6	CN(CCC#N)C(=O)COC(=O)CN1C(=O)NC2(CCCC2)C1=O
-3.2	O=C(c1cccs1)N1CCN(C(C(=O)N2CCOCC2)C2CCCC2)CC1 (stereo not given)
10.2	Cc1cc(C)n2nc(N)nc2n1

Shown bar-delimited: part of the list above
Structure | mcGAS RapidFire
O=C(c1cccs1)N1CCN(C(C(=O)N2CCOCC2)C2CCCC2)CC1 (stereo not given) | -3.2
Cc1cc(C)n2nc(N)nc2n1 | 10.2
